From PubChem
H9c2 TAG inh: inhibitors of triacylglycerol accumulation, primary screen, cell-based, uHTS, fluorescence, H9c2 | H9c2 cells, Nile Red lipid (TAG) fluorescence; cells loaded with 200 µM oleic acid | inhibition, % at 12.5 µM | hit rate 0.66% among 230,000 | AID 651582, 2012;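 active = pattern-corrected inhibition of lipid staining of at least 50% with the nuclear-stain viability signal not falling by more than 50%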;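 also: 0% = DMSO wells and 100% = triacsin C control wells; some results filed as inactive read as strong as hits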
H9c2 TAG inh DAPI viability: further read-out of H9c2 TAG inh, marked with its call; DAPI nuclei signal change (viability), lower = more cytotoxic, %;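 whole-well DAPI fluorescence read on a plate reader as a viability signal; minus 50 percent equals half of cells still viable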
* hit, by the source's call.

SMILES	H9c2 TAG inh	H9c2 TAG inh DAPI viability
O=C(NCc1nnc(SCC(=O)N2CCCC2)o1)c1c(F)cccc1F	-2	-12
COc1ccccc1NC(=O)N1CCN(C(=O)c2ccco2)CC1	1	4
CN(c1cccc(NS(=O)(=O)c2ccccc2)c1)S(C)(=O)=O	-1	-6
C=C(C)Cn1c(SCCN2CCOCC2)nc2c1c(=O)[nH]c(=O)n2C	21	-12
COC(=O)CSc1nnc(NC(=O)C2CC(=O)N(c3ccc(F)cc3)C2)s1 (configuration not stated)	12	8
O=C(N/C(=C/c1ccco1)C(=O)N1CCCC1)c1cccs1	-13	5
COc1ccc(CN2CC(C(=O)NCCC(C)C)CC2=O)cc1 (configuration not stated)	1	2
CCOC(=O)Cc1c(C)nc(SC)[nH]c1=O	7	-3
Cc1ccc(CN2CCN(Cc3ccncc3)CC2CCO)o1 (configuration not stated)	1	-6
O=C(c1ccco1)N1CCN(Cc2cccc(F)c2)CC1	-2	-1
CCOC(=O)CSc1nnc(-c2ccc(OC)cc2)n1CC	-7	4
Cc1ccccc1-n1nc(-c2ccc(N)cc2)cc1N	4	-1
Cc1ccc(S(=O)(=O)CCC(=O)Nc2sccc2C(N)=O)cc1	5	4
O=C(COC(=O)c1cc[n+]([O-])cc1)NCC12CC3CC(CC(C3)C1)C2	6	-4
CC(=O)OC12CC3CC(C1)C(=NO)C(C3)C2	-5	13
O=C1c2ccc(Oc3ccc([N+](=O)[O-])cc3)cc2C(=O)N1CCCO	0	-5
Cc1cccc(-n2cnc(C(=O)N3CCN(C)CC3)c2)n1	-2	3
O=C(Nc1ccc2c(c1)OCO2)Nc1ccc(F)cc1F	-8	-1
O=C(Nc1nc([C@@H]2O[C@H](CO)[C@@H](O)[C@H](O)[C@H]2O)cs1)NC(c1ccccc1)c1ccccc1	6	1
CC1CCCC(C)N1C(=O)COC(=O)C1CCN(S(=O)(=O)c2c(Cl)cccc2Cl)CC1 (configuration not stated)	-8	-2
CCN1C(=NCc2ccco2)N[C@@H](c2cccc(F)c2)C(C(=O)OC)=C1C	4	9
CN(CC(=O)O)S(=O)(=O)c1cccs1	-16	13
Cc1ccn2cc(-c3cccc(NC(=O)c4cccs4)c3)nc2c1	14	5
C=CCn1c(-c2c[nH]c3ccccc23)n[nH]c1=S	5	-8
O=C(CCCOc1ccccc1)N1CCc2ccccc2C1	-22	7
CCOc1ccccc1OCCC(=O)NNC(=O)Cn1nc(C)cc1C	7	-9
COc1cc(C2NC(=O)C(C#N)=C(S)N2c2ccccc2)ccc1OC(C)C (configuration not stated)	-4	-3
CCOC(=O)C[C@H]1c2cc(F)ccc2S(=O)(=O)N1Cc1ccc(OC)cc1	-7	-7
OC1(c2cccc(C(F)(F)F)c2)CCN(c2ncnc3c2[nH]c2ccccc23)CC1	10	-20
Cc1[nH]ncc1-c1ccccc1Cl	-1	3

Reprinted from the part before: 7 entries, then new ones.
SMILES	H9c2 TAG inh	H9c2 TAG inh DAPI viability
C=CCn1c(-c2c[nH]c3ccccc23)n[nH]c1=S	5	-8
O=C(CCCOc1ccccc1)N1CCc2ccccc2C1	-22	7
CCOc1ccccc1OCCC(=O)NNC(=O)Cn1nc(C)cc1C	7	-9
COc1cc(C2NC(=O)C(C#N)=C(S)N2c2ccccc2)ccc1OC(C)C (configuration not stated)	-4	-3
CCOC(=O)C[C@H]1c2cc(F)ccc2S(=O)(=O)N1Cc1ccc(OC)cc1	-7	-7
OC1(c2cccc(C(F)(F)F)c2)CCN(c2ncnc3c2[nH]c2ccccc23)CC1	10	-20
Cc1[nH]ncc1-c1ccccc1Cl	-1	3
COC(=O)c1cncn1Cc1ccccc1	-10	-2
CCOC(=O)N1CCN(C(=O)c2ccc(N3CCCC3=O)cc2)CC1	4	-2
O=S(=O)(c1ccc(Cl)cc1)n1cnc2ccccc21	12	-4
COc1ccc(NS(=O)(=O)c2cc(N)ccc2N2CCCCC2)cc1	-8	-1
CCC12C(=O)C(CC)(C(c3ccccc3)=C1c1ccccc1)[C@@H]1C(=O)N(c3ccc(C)cc3)C(=O)C12 (some centres not stated)	5	5
CC(C)N1C(=O)CCC1C(=O)N1CCN(c2ccccn2)CC1 (configuration not stated)	-7	9
O=C(c1ccc(C(F)(F)F)cc1)N1CCC(=O)N(C(CO)Cc2ccccc2)CC1 (configuration not stated)	-13	-2
NC(=O)NN=C1CC2CC1C1C=CCC21 (configuration not stated)	4	4
CCOC(=O)C1=C(N)OC2=C(C(=O)CCC2)C1c1ccco1 (configuration not stated)	-23	1
Cc1cccc(/N=C/c2sc3ccccc3c2O)n1	8	-2
CC(Cc1c[nH]c2ccccc12)NC(=O)OCCCl (configuration not stated)	-7	11
Cc1nn(C)cc1S(=O)(=O)N1CCN(c2ccc(F)cc2)CC1	3	2
c1ccc(-c2ncnc3ccccc23)cc1	-1	-8
CCOC(=O)[C@H](CCc1ccccc1)N[C@@H](C)C(=O)N1[C@H](C(=O)O)C[C@@H]2CCC[C@@H]21	-4	-2
COc1ccc(OC)c(/C=C/C(=O)c2ccc3c(c2)OCCO3)c1	-8	1
CCCC(=O)O[C@@H]1C[C@@H](C)N(C(=O)c2ccccc2)c2ccc(C)cc21	-17	9
C#Cc1cccc(C(=O)N2CCCC(Nc3cccc(F)c3)C2)c1 (configuration not stated)	-9	-6
N=c1n(CCCOc2ccc(F)cc2)c2ccccc2n1CC(N)=O	1	-3
Cc1nc2ccccc2n1CC(=O)NC(C)C1CC2CCC1C2 (configuration not stated)	8	-18
CCn1c(=O)c2cc(C(=O)N(C)c3ccccc3F)sc2c2ccccc21	-7	-1
COc1ccc(NC(=O)CN(C)CC(=O)N(CC(C)C)c2c(N)n(CC(C)C)c(=O)[nH]c2=O)cc1	-1	5
Cc1[nH]nc(S(=O)CC(=O)O)c1[N+](=O)[O-] (configuration not stated)	4	-2
COc1cc(C(=O)Nc2ccc(N3CCCS3(=O)=O)cc2)c([N+](=O)[O-])cc1OC	18	3
N#CCc1ccc(NS(=O)(=O)c2ccc(N3CCCC3=O)cc2)cc1	-10	-6
Cc1cccc(NC(=O)COC(=O)[C@@H]2CCCN2C(=O)c2cccs2)c1	-32	-1
O=C(O)c1cccc2[nH]c(C(F)(F)F)nc12	2	-5
C=CC#CC1(O)CC(C)N(C)CC1C (configuration not stated)	-5	-15
COc1cccc(/C=N/N2C(=O)NC3(CCCCC3)C2=O)c1O	-6	11
CC(=O)N1CCN(S(=O)(=O)c2cccc(C(=O)NNC(=O)COc3c(C)cccc3C)c2)CC1	-7	-2
COc1cc(C(O)c2nc(-c3cnn(C)c3)cs2)ccc1F (configuration not stated)	-1	-5

Full records, quoted from the list. Order of screens: H9c2 TAG inh | H9c2 TAG inh DAPI viability
Record of COc1ccc(NC(=O)CN(C)CC(=O)N(CC(C)C)c2c(N)n(CC(C)C)c(=O)[nH]c2=O)cc1 : -1 | 5
Record of Cc1ccc(S(=O)(=O)CCC(=O)Nc2sccc2C(N)=O)cc1 : 5 | 4
Record of CCOC(=O)CSc1nnc(-c2ccc(OC)cc2)n1CC : -7 | 4

Reprinted from the results shown (5 entries):
SMILES	H9c2 TAG inh	H9c2 TAG inh DAPI viability
O=C(O)c1cccc2[nH]c(C(F)(F)F)nc12	2	-5
C=CC#CC1(O)CC(C)N(C)CC1C (configuration not stated)	-5	-15
COc1cccc(/C=N/N2C(=O)NC3(CCCCC3)C2=O)c1O	-6	11
CC(=O)N1CCN(S(=O)(=O)c2cccc(C(=O)NNC(=O)COc3c(C)cccc3C)c2)CC1	-7	-2
COc1cc(C(O)c2nc(-c3cnn(C)c3)cs2)ccc1F (configuration not stated)	-1	-5

Other records follow:
SMILES	H9c2 TAG inh	H9c2 TAG inh DAPI viability
NS(=O)(=O)c1ccc(CCNC(=O)CSc2nc3ccccc3c3nc(CCN4CCCCC4)nn23)cc1	6	1
NC(=O)c1cc(Br)cc2c3c([nH]c12)CCCC3	-20	2
N=c1c2c(-c3ccccc3)c(-c3ccccc3)n(Cc3ccco3)c2ncn1CCO	35	2
CCOC(=O)c1sc(Nc2nc3ccc(OC)cc3s2)cc1C	48	64
O=C(Cn1nnc(-c2ccccc2)c1COc1ccc2ccccc2c1)NCC1CC1	2	1
Cc1ccc(-c2csc(-c3c[nH]c4ccccc34)n2)cc1	-20	-6
Cc1cn([C@H]2C[C@H](O)[C@@H](CNCC3=Cc4cc(O)ccc4OC3)O2)c(=O)[nH]c1=O	-1	0
CS(=O)(=O)c1cnc2c(-c3ccsc3)cnn2c1N	-11	0
CC1(C(=O)NS(=O)(=O)c2cccc(C#N)c2)CCN1C(=O)CC1CCCC1 (configuration not stated)	-3	3
COc1ccc(-n2c(SCC(=O)Nc3cc(C(=O)O)ccc3C)nc3ccccc3c2=O)cc1Cl	-1	-2
CC1C(c2ccccc2)=[N+]([O-])C2(CCCC2)N1O (configuration not stated)	-18	17
CC1CCCCN1Cc1nc2c(c(=O)n(C)c(=O)n2C)n1CCCc1ccccc1 (configuration not stated)	35	-32
CSc1ccc(CN(C)CC(=O)NCc2ccc(F)cc2)cc1	-1	-6
COc1cccc(C2CCCCN2Cc2nc(-c3ccc(C)o3)oc2C)c1 (configuration not stated)	-2	8
CC(C)(C)N(Cc1ccccc1)C(=O)COC(=O)C1CC1	4	0
Cc1ccccc1C(=O)c1c[nH]c(C(=O)N2CCN(c3ccccc3F)CC2)c1	-11	5
COc1cc(C2Nc3cc(C)c(C)cc3NC3=C2C(=O)CC(C)(C)C3)ccc1OC(C)=O (configuration not stated)	-7	-6
C[C@]12c3[nH]c4ccccc4c3CCN1C(=O)C(CC(=O)NCc1cccc(C(F)(F)F)c1)C[C@@H]2C(=O)N1CCCCC1 (some centres not stated)	38	-15
CC1(C)OC(C(N)=O)C(C(N)=O)O1 (configuration not stated)	11	1
CCCCOc1ccc(C(=O)N2CCN(c3ccc(N4CCOCC4)nn3)CC2)cc1	9	-1
O=C(CN1C(=O)NC2(CCc3ccccc32)C1=O)c1ccc(F)cc1 (configuration not stated)	2	0
CCCc1[nH]n(-c2ccc([N+](=O)[O-])cc2)c(=O)c1C(C)=NCc1ccncc1	14	-2
FC(F)Oc1ccc(NC(=S)NCCc2ccccn2)cc1	2	-9
c1ccc(COc2ncnc3c2ncn3CCCNC2CCN(Cc3ccccc3)CC2)cc1	63*	-28*
CCOc1ccc(C2CC(c3cccc(OC)c3)Nc3nc(N)nn32)cc1 (configuration not stated)	6	-1
O=c1cc(C(F)(F)F)c2sc(N3CCCCC3)nc2[nH]1	18	0
Cc1ccc(OCCCNCCO)c(Br)c1	-1	7
COC(=O)c1cn(C(=O)c2cccc(C)c2)c2ccccc12	-4	5
O=C(CCSc1ccc(Cl)cc1)NCc1ccccn1	3	-4
O=C(CCNC(=O)c1ccc(Br)cc1)Nc1ccccc1N1CCCCC1	20	-4
CCOc1ccc(NC(=O)CN2CCN(c3ccc(F)cc3)CC2)cc1S(=O)(=O)N1CCCC1	3	-2
O=C(O)c1cccc(N2CCCC2)c1	1	-3
COc1ccc(Cn2ccnc2SCC(=O)Nc2ccc(F)cc2F)cc1	-14	-22
Cc1cccc2c(=O)n3c(cc12)-c1[nH]c2ccccc2c1CC3	28	61
CCc1ccc(N2CCN(C(=O)N3CCOCC3)CC2)cc1	-6	3
CCCCN(C(=O)c1cccc(S(=O)(=O)N(CC)c2ccccc2)c1)c1c(N)n(CC(C)C)c(=O)[nH]c1=O	-4	-2
Clc1ccc(-n2cc(COCc3ccccc3)nn2)cc1	7	2
Cc1ccc(CN(C)C[C@H]2OCc3cnnn3CCCC(=O)N([C@@H](C)CO)C[C@@H]2C)cc1	7	-8
CSC(=NS(=O)(=O)c1ccc(C)cc1)SC	7	-2
COC(=O)C(NC(=O)c1ccc(F)cc1)(Nc1ncc(S(=O)(=O)c2ccc([N+](=O)[O-])cc2)s1)C(F)(F)F (configuration not stated)	5	-3
CC(=O)c1cc2cc(O)ccc2o1	-2	16
O=C(CCC1CCCCC1)Nc1cccnc1	6	13
COc1cc(CN2C[C@@H](CO)O[C@@H](n3cnc4c(NCc5ccncc5)ncnc43)C2)cc(OC)c1OC	9	-4
O=C(NC12CC3CC(CC(C3)C1)C2)N1CC2Cc3cccc(=O)n3C(C2)C1 (configuration not stated)	-12	13
COC(=O)Cc1ccc(NC(=S)NCc2cccc(OC)c2)cc1	-1	-5
Cn1cc(Br)c(C(=O)N/N=C/c2cc3c(cc2Cl)OCO3)n1	8	2
O=C(Nc1cc(C(F)(F)F)ccc1Cl)c1cccc(N2C(=O)CCC2=O)c1	5	2
OCCNc1cc(Cl)ncn1	-2	3
CC1CCc2sc(C(=O)Nc3nnc(SCc4ccc(F)cc4)s3)cc2C1 (configuration not stated)	5	3
COc1ccc(NC(C)=O)cc1NC(=O)CN1CCN(CC(=O)Nc2ccccc2Cl)CC1	-15	-4
Cc1cc(-c2nc3ccccc3[nH]2)ccc1N	5	8
CC(C)CCCN1CCN=C1N(C)C	-6	-1
O=C(NCCCN1CCCCCC1)c1ccc(N2CCCC2=O)cc1	7	4
O=C(N/N=C/c1cccc(Oc2ccccc2)c1)c1ccncc1	-4	5

Only part of the results is shown; count on the stated rates, not on these rows.
